POLI inh: qHTS for Inhibitors of Polymerase Iota; 1% of 390,000 active; Pol iota fluorescent replication assay, 10 min; Potency, µM (doses to about 115 µM), for inactives: top-dose activity, negative = inhibition, usual class: inhibitors
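Pol iota at 10 nM preincubated 15 min with compounds at room temperature; reaction started with fluorescent substrate, 50 nM final. Fluorescence read kinetically at 0 and 10 min; buffer-only wells as negative control.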
Apoferritin bind: qHTS Assay for Identification of Novel General Anesthetics | Ferritin light chain (Equus caballus), P02791 | apoferritin/1-aminoanthracene competitive binding, fluorescence | Potency, µM (top dose mostly 77.5 µM), for the others: at the top dose activity change, negative = displacement, hits mostly inhibitors | 0.074% of 350,000 active; note: % is set by controls: 0 for no effect and ±100 for the full control effect; nearly all actives have a fitted effect of over 20% in size
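Horse-spleen apoferritin (10 uM) was mixed with 50% saturated 1-aminoanthracene in PBS, exposed to compounds for 10 min at room temperature, and read for fluorescence (ex 380 nm, em 535 nm). Competitive displacement was fitted with a four-parameter Hill equation.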
POLK inh: qHTS for Inhibitors of Polymerase Kappa; DNA polymerase kappa (Homo sapiens), Q9UBT6; purified Pol kappa, fluorescent DNA synthesis assay, 10 min; Potency, µM (series often up to 107 µM), inactives show at the top dose activity, negative = inhibition, actives largely listed as inhibitors; 0.53% of 400,000 active; AID 588579, 2011; note: % is set by controls: 0 for no effect and ±100 for the full control effect
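Fluorescent qHTS in 1536-well format: enzyme (10 nM) and compound sat 15 min at room temperature before 50 nM substrate (final) was added. Signal taken at 0 and 10 min; no-enzyme buffer wells were negative controls.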
BLM helicase inh: qHTS Assay for Inhibitors of Bloom's syndrome helicase (BLM); RecQ-like DNA helicase BLM (Homo sapiens), P54132; recombinant BLM DNA unwinding, fluorescence dequenching; Potency, µM (highest dose often 56.1 µM), without a hit: at the highest dose activity change, negative = inhibition, actives largely listed as inhibitors; 0.2% of 350,000 active;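 note: plate controls were vehicle for no effect and no enzyme for full effect; nearly all actives have a fitted effect of over 35% in size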
POLH inh: qHTS for Inhibitors of Polymerase Eta; DNA polymerase eta (Homo sapiens), Q9Y253; recombinant Pol eta, fluorescent DNA replication assay; Potency, µM (series often up to 114 µM), without a hit: at the top dose activity change, negative = inhibition, hits mostly inhibitors; 1.2% of 390,000 active; AID 588591, 2011; note: % is set by controls: 0 for no effect and ±100 for the full control effect
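Pol eta (10 nM) was preincubated with compounds for 15 min at room temperature, after which fluorescent replication substrate (50 nM final) was added to start the reaction. Fluorescence was read kinetically at 0 and 10 min.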
POLB inh: qHTS Assay for Inhibitors of DNA Polymerase Beta; P06746; 1.3% of 340,000 active; Potency, µM (doses to about 114 µM), inactives show at the highest dose activity change, negative = inhibition, usual class: inhibitors; Pol beta primer extension/strand displacement, fluorescence kinetic; note: % is set by controls: 0 for no effect and ±100 for the full control effect
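Pol beta (10 nM) and compounds were preincubated 15 min at room temperature, then 50 nM substrate (final) started primer extension/strand displacement. Reads were taken at 0 and 10 min; concentration-response data were fitted to a four-parameter Hill equation.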
BAZ2B inh: qHTS Assay for Inhibitors of BAZ2B; Potency, µM (top dose mostly 114 µM), inactives show top-dose activity change, negative = inhibition, usual class: inhibitors; AlphaScreen BAZ2B-H3K14Ac peptide displacement; 4.4% of 360,000 active; note: % is set by controls: 0 for no effect and ±100 for the full control effect; nearly all actives have a fitted effect of over 60% in size
Target sequence (Q9UIF8 whole entry, looked up): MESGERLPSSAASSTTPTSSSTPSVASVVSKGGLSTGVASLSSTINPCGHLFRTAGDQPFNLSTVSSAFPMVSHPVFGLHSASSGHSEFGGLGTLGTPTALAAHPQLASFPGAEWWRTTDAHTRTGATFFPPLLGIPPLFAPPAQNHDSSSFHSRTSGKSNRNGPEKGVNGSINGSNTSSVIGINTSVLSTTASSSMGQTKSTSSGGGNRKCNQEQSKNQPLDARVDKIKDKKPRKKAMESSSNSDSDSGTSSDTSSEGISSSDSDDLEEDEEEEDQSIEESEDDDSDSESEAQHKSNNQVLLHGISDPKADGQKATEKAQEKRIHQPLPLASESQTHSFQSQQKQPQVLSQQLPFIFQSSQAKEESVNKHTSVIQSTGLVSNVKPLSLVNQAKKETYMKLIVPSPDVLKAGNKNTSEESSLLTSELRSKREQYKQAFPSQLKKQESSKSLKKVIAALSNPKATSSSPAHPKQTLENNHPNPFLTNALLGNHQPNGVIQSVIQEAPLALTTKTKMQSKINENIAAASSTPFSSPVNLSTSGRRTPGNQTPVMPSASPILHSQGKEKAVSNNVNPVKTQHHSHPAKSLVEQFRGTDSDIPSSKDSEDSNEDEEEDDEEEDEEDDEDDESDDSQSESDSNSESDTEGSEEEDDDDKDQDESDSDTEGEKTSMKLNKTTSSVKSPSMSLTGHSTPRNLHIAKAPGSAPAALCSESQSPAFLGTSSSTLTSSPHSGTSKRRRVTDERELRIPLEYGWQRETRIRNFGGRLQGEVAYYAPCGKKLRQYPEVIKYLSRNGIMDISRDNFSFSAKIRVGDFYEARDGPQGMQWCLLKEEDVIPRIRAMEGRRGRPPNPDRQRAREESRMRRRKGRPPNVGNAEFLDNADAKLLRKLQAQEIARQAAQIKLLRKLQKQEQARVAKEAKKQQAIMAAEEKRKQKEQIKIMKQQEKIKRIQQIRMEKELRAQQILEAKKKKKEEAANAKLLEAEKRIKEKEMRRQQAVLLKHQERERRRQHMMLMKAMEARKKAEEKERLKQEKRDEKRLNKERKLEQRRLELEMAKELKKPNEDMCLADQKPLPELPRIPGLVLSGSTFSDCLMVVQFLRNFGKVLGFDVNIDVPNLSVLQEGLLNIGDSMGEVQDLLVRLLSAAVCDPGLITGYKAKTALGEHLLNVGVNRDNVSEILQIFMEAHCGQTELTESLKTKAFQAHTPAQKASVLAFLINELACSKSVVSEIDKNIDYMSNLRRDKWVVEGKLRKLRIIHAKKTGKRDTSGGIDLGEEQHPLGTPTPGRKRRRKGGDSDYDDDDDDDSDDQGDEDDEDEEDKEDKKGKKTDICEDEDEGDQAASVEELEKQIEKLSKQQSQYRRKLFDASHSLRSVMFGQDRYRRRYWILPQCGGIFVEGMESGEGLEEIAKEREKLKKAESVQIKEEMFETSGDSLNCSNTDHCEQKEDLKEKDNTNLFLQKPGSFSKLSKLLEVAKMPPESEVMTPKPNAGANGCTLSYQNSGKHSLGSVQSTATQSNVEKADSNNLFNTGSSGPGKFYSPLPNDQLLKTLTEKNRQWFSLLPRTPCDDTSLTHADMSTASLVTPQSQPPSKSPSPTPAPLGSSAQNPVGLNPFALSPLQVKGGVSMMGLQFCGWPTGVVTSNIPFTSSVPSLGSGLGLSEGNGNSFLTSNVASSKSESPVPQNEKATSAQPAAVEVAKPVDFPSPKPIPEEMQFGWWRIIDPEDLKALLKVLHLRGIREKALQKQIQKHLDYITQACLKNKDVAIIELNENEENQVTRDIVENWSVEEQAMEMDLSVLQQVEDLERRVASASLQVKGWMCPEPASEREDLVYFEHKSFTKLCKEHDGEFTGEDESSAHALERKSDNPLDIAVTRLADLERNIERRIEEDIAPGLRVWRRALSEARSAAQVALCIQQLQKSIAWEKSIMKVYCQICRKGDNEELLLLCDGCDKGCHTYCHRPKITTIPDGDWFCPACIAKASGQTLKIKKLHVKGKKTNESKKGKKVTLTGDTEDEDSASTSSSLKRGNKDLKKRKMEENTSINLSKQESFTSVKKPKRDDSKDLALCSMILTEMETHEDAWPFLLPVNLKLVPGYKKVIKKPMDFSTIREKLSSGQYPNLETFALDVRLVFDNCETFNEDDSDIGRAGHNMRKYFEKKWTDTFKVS
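BAZ2B (50 nM) with biotin-H3(5-23)K14Ac peptide (50 nM) in PBS pH 7.4, 0.01% Tween-20, preformed 30 min, then compound 30 min at room temperature; top concentration 110uM. AlphaScreen streptavidin donor/nickel chelate acceptor beads (10 ug/mL final), 20 min dark, signal read.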
APE1 inh: qHTS Assay for Inhibitors of the Human Apurinic/apyrimidinic Endonuclease 1 (APE1) | DNA repair nuclease/redox regulator APEX1 (Homo sapiens), P27695 | Potency, µM (titrated, usually from 65.8 µM), without a hit: at the highest dose activity change, negative = inhibition, usual class: inhibitors | 0.35% of 350,000 active | recombinant APE1, TAMRA/BHQ-2 abasic DNA cleavage fluorescence;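 note: plate controls were vehicle for no effect and reference inhibitor for full effect; nearly all actives have a fitted effect of over 55% in size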
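Enzyme (0.75 nM final) and test compound are incubated 15 min at room temperature before adding 50 nM quenched THF abasic-site duplex. Cleavage dequenches TAMRA, followed at 525/598 nm over three reads one minute apart.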
G9a block: qHTS Assay for Inhibitors of Histone Lysine Methyltransferase G9a; Potency, µM (titrated, usually from 102 µM), for the others: at the top dose activity, negative = inhibition, most hits filed as inhibitors; G9a H3K9 monomethylation, AlphaScreen, 2 h; Histone-lysine N-methyltransferase EHMT2 (Homo sapiens), Q96KQ7; AID 504332, 2011; 8.8% of 350,000 active; note: % is set by controls: 0 for no effect and ±100 for the full control effect; nearly all actives have a fitted effect of over 75% in size
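AlphaScreen detection with an anti-monomethyl H3K9 antibody quantified product after a 2 h room-temperature reaction containing 500 nM biotinylated H3K9 peptide, 20 µM SAM and 20 nM enzyme, which had been preincubated 15 min with compound.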
* marks the source's active call; other numbers are inactive results; u = inconclusive; x = not tested or not shown; & = joins results of further samples; [ ] = dose if it differs, or a comment. Calls come from the whole dose curve; as a rule, active = well fitted curve in the direction sought with a large enough effect; inconclusive = small, poorly fitted or top-dose-only effect, or another doubt; inactive = no such curve, though single readings can be large; an effect the other way counts as inactive or inconclusive. Potency is the fitted concentration of half-maximal effect. A portion of the library, so the mix of outcomes need not match the whole.

no. | Structure | POLI inh | Apoferritin bind | POLK inh | BLM helicase inh | POLH inh
1 | O=C1COc2ccc(-c3csc(=Nc4ccc(OC(F)F)cc4)n3CC3CCCO3)cc2N1 (centres undefined) | -3% | -4% | -14% | -11% | u
2 | Cc1[nH]c2ccccc2c1/C=N/NC(=O)CCC(=O)Nc1ccccc1 | 65%[activator] | u | -17% | -7% | 9%
3 | Cc1ccc2[nH]c(CSc3nnc(NC(=O)COc4ccccc4F)s3)cc(=O)c2c1 | -15% | 58%[activator] | -6%[60.1 µM] | -3% | -1%
4 | O=C(c1cccc([N+](=O)[O-])c1)N1CCc2ccccc21 | 20% | u | 5% | -1% | -15%
5 | Cc1ccn2c(/C=N/OCc3ccc(F)cc3)c(-c3ccc(Cl)cc3)nc2c1 | 7% | -7% | -17% | -2% | -9%
6 | COc1cccc(N2C(=O)C(CC(=O)Nc3ccc(Cl)cc3)N(Cc3ccc4c(c3)OCO4)C2=O)c1 (centres undefined) | 9% | -10% | -6% | -8% | -24%
7 | O=[N+]([O-])c1ccc(C(O)CN2CCN(C/C=C/c3ccccc3)CC2)cc1 (centres undefined) | 36%[activator] | -10% | 0% | -7% | -7%
8 | CCN(CC)CCCNC(=O)c1ccc(N2CCCCC2)c(NS(=O)(=O)c2ccc(C)cc2)c1 | 20% | -11% | -12% | -5% | -24%
9 | Cc1ccc(NC(=O)c2c(C)nc3sc(C(=O)NC4CCCC4)c(N)c3c2-c2ccco2)c(C)c1 | 9% | -2% | 4% | -5% | -17%
10 | COc1ccc(C2CC(=O)C3=C(C2)Nc2ncnn2C3c2ccccc2)cc1 (centres undefined) | 16% | -22% | -4% | 1% | -14%

no. | POLB inh | BAZ2B inh | APE1 inh | G9a block
1 | 0% | u | -3% | 27%[0.501 µM]
2 | -4% | -14% | -1% | -8%
3 | -7% | 9% | x | -17%[59 µM]
4 | 24% | -4% | 1% | x
5 | u | 7% | 7% | 26%
6 | -13% | -18% | x | 6%[59 µM]
7 | 1% | -7% | 5% | -5%
8 | 18% | u | 22% | 79µM*
9 | 0% | -4% | 1% | -27%
10 | 2% | -19% | 0% | -6%[12.7 µM]

Additional compounds follow.
no. | Structure | POLI inh | Apoferritin bind | POLK inh | BLM helicase inh | POLH inh
11 | Cc1ccc(S(=O)(=O)N2CCOCC2)cc1C(=O)OCC(=O)N1CCCC1=O | 18% | x | 2% | x | -14%
12 | COc1ccc(N2CCN(CC(O)COc3ccc(C)c(C)c3)CC2)cc1 (centres undefined) | 3%&-1% | 4%&-11% | 6% | -2%&1% | -16%&-21%
13 | CCn1c(CNC(=O)c2ccc(OC)c(OC)c2)nnc1SCC(=O)Nc1ccccc1 | 30%[activator] | -8% | 3% | 1% | -20%
14 | O=C(O)c1sc2cc(C(F)(F)F)cnc2c1-c1ccccc1 | 4% | -9% | -11% | -6% | 13%
15 | Cc1cc(N2CCOCC2)n2cc(-c3ccccc3)nc2n1 | 124%[activator] | -2% | 1% | -2% | 4%
16 | Cn1nc(C(=O)OCC(=O)NC2CCS(=O)(=O)C2)c2ccccc2c1=O (centres undefined) | 87% | 5% | -16% | -2% | 0%
17 | Cc1cc(C)cc(N(CC(=O)NC2CCCC2)S(=O)(=O)c2c(C)[nH]c(=O)[nH]c2=O)c1 | -6% | 5% | -8% | 0% | 2%
18 | COC(=O)c1c(NC(=O)c2ccc(S(=O)(=O)N3CCCCC3C)cc2)sc2c1CCN(C(C)C)C2 (centres undefined) | 4% | 215%[activator] | -3%[60.1 µM] | 19% | -16%
19 | COc1cccc(CN2C(=O)CCC2(C)C(=O)NCCc2ccc(OC)c(OC)c2)c1 (centres undefined) | 5% | -5% | -9% | 0% | 4%
20 | CC(=O)c1ccc(NC(=O)Nc2ccc3snnc3c2)cc1 | 89µM* | -4% | -24% | -6% | u

no. | POLB inh | BAZ2B inh | APE1 inh | G9a block
11 | x | x | 18% | x
12 | 29%&-2% | 45µM* | 17% | 32µM*
13 | 2% | 6% | 7% | 3%
14 | 4% | -7% | 3% | 13%[0.0925 µM]
15 | 16% | -5% | -3% | -3%
16 | 7% | -7% | 1% | 19%
17 | -6% | -10% | -1% | 3%
18 | -6% | 0% | x | -18%[59 µM]
19 | 6% | 5% | 21% | 2%
20 | u | -5% | x | -5%[59 µM]

Next part
no. | Structure | POLI inh | Apoferritin bind | POLK inh | BLM helicase inh | POLH inh
21 | O=C(Nc1ccccc1Cl)N1CCN(Cc2ccc3c(c2)OCO3)CC1 | -7% | -15% | -12% | 1% | -12%
22 | O=C(/C=C/c1ccccc1Cl)Nc1ccc(S(=O)(=O)Nc2ncccn2)cc1 | 16% | -4% | -4% | 3% | 19%
23 | c1ccc(-c2csc3ncnc(NCc4ccccn4)c23)cc1 | 10% | 6% | -3% | -6% | -9%
24 | CN(CC(=O)Nc1ccc(F)c(F)c1F)C(=O)c1ccc(=O)[nH]c1 | -4% | -8% | -5% | -6% | -4%
25 | COc1cccc(NC(=S)N(Cc2ccc(Cl)cc2)Cc2ccc(C(=O)O)cc2)c1 | -29% | -13% | -11% | 0% | -14%
26 | Cc1cccc(NC(=O)c2sc3nc4c(cc3c2N)CN(Cc2ccccc2)CC4)c1 | 4% | -3% | 5% | -3% | 1%
27 | NS(=O)(=O)c1ccc(CCNC(=O)CCC(=O)c2cccs2)cc1 | -19% | x | -18% | x | 89µM*
28 | Cc1ccc(OCC(=O)Nc2ccc(C)c(S(=O)(=O)N3CCCCC3)c2)c([N+](=O)[O-])n1 | 169%[activator] | u | -10% | -8% | -24%
29 | Cc1ccc(-c2cc(C(=O)N(Cc3ccc(C(C)(C)C)cc3)Cc3ccco3)no2)cc1 | 36%[activator] | 38%[activator] | 6% | -8% | -17%
30 | COc1ccc(C2/C=C\CN(CC(C)C)C(Cc3ccccc3)C(=O)N2Cc2ccc(F)cc2)cc1 (centres undefined) | 28% | 56%[activator] | -7% | -8% | x

no. | POLB inh | BAZ2B inh | APE1 inh | G9a block
21 | 22% | -15% | 5% | 32%[59 µM]
22 | 1% | -21% | -2% | u
23 | 0% | u | -2% | u
24 | 0% | -8% | 22% | 89%[activator]
25 | -24% | 4% | -9% | 50µM*
26 | 49%[activator] | -9% | x | -2%[59 µM]
27 | x | -30% | 21% | u
28 | -1% | -37% | 2% | u
29 | 1% | -26% | x | 37%[59 µM]
30 | x | x | -3% | x

4 compounds already listed, ordered by their value in Apoferritin bind, descending.
item	molecule	POLI inh	Apoferritin bind	POLK inh	BLM helicase inh	POLH inh	POLB inh	BAZ2B inh	APE1 inh	G9a block
19	COc1cccc(CN2C(=O)CCC2(C)C(=O)NCCc2ccc(OC)c(OC)c2)c1 (centres undefined)	5%	-5%	-9%	0%	4%	6%	5%	21%	2%
6	COc1cccc(N2C(=O)C(CC(=O)Nc3ccc(Cl)cc3)N(Cc3ccc4c(c3)OCO4)C2=O)c1 (centres undefined)	9%	-10%	-6%	-8%	-24%	-13%	-18%	x	6%[59 µM]
8	CCN(CC)CCCNC(=O)c1ccc(N2CCCCC2)c(NS(=O)(=O)c2ccc(C)cc2)c1	20%	-11%	-12%	-5%	-24%	18%	u	22%	79µM*
21	O=C(Nc1ccccc1Cl)N1CCN(Cc2ccc3c(c2)OCO3)CC1	-7%	-15%	-12%	1%	-12%	22%	-15%	5%	32%[59 µM]

(list continues)
no. | Structure | POLI inh | Apoferritin bind | POLK inh | BLM helicase inh | POLH inh
31 | CCCCN(CC)CCNC(=O)c1cc2cc3ccc(Cl)cc3nc2o1 | 32%[activator] | 5% | -4% | 0% | -8%
32 | O=C(Oc1ccccc1)c1ccc2c(c1)C(=O)N(Cc1ccncc1)C2=O | 10% | -10% | -1% | -4% | -7%
33 | CCOc1cccc(C(=O)NC2CCCCC2)c1 | 1% | -3% | 1% | 2% | 6%
34 | CN(C)C=Nc1nonc1-c1ccccc1 | 6% | -4% | -6% | -1% | -2%
35 | COc1ccc(C(=O)C2CCCN(C(=O)CCNC(C)=O)C2)cc1OC (centres undefined) | 6% | -1% | -10% | 6% | -8%
36 | Cc1ccc(S(=O)(=O)N2CCOCC2)cc1C(=O)NCc1cccnc1 | 37%[activator] | -7% | 0% | -1% | -10%
37 | O=C(COc1cccc(Cl)c1)N1CCC(c2nc3ccccc3s2)CC1 | 20% | -5% | -8% | -8% | -16%
38 | CCC(C(=O)Nc1cc(-c2nc3cccnc3s2)ccc1C)c1ccccc1 (centres undefined) | 7% | u | -6% | -10% | 6%
39 | CCOc1ccc(C(=O)Nc2cccc(OCc3cc(=O)n4cc(C)sc4n3)c2)cc1 | 33%[activator] | -11% | -14% | -8% | -8%
40 | Cc1ccsc1C(=O)N(C)CC(=O)N(CC(C)C)c1c(N)n(CC(C)C)c(=O)[nH]c1=O | 10% | x | 6% | x | -11%
41 | CN1CCN(CCC(=O)N/N=C/C=C2\N(C)c3ccccc3C2(C)C)CC1 | 63%[activator] | -19% | -5% | -1% | -9%
42 | CCCNS(=O)(=O)c1cccc(C(=O)NNC(=O)c2cc(C)oc2C)c1 | 31%[activator] | x | -1% | x | -6%

no. | POLB inh | BAZ2B inh | APE1 inh | G9a block
31 | 91% | -18% | -2% | -7%
32 | -3% | -34% | 0% | u
33 | 1% | 7% | 1% | 6%[12.7 µM]
34 | 34% | 4% | -4% | 9%
35 | 3% | 10% | 10% | x
36 | 1% | -25% | -4% | -2%[59 µM]
37 | -16% | 7% | x | 0%[59 µM]
38 | 7% | u | x | u
39 | 14% | -10% | x | -10%[59 µM]
40 | x | -1% | 36% | -26%
41 | 4% | u | 0% | 32µM*
42 | x | -4% | 0% | -19%
